Compound activity from PubChem BioAssay.
PKM2 activator: increases activity of human pyruvate kinase M2. P14618. purified PKM2, Kinase-Glo ATP luminescence, activation; response scale: 0% is enzyme alone, no compound. Potency, µM (doses to about 57.5 µM), inactives show at the highest dose activation, actives largely listed as activators. hit rate 0.34% among 260,000. AID 1631; note: potency is the fitted concentration of half-maximal effect; % is set by controls: 0 for no effect and ±100 for the full control effect; nearly all actives have a fitted effect of over 55% in size
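Purified hPK-M2 (>95% pure) converted ADP (0.1 mM final) to ATP with 0.5 mM PEP in 50 mM imidazole pH7.2, KCl, MgCl2, Tween 20, BSA; 1 h at room temperature. ATP detected by Kinase-Glo luminescence.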
GALK inh: inhibitors of human galactokinase; P51570; Purified GALK, Kinase-Glo residual ATP luminescence; Potency, µM (doses to about 57.5 µM), without a hit: at the top dose activity change, negative = inhibition, usual class: inhibitors; hit rate 0.007% among 270,000; AID 1868; note: potency is the fitted concentration of half-maximal effect; % is set by controls: 0 for no effect and ±100 for the full control effect
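Galactose (100 uM) and ATP (35 uM) were turned over by 5 nM GALK for 1 h at RT. Kinase-Glo Plus then converted the remaining ATP into a luminescent signal.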
BCR signal inh: inhibitors of chronic active B-cell receptor signaling; ABC-DLBCL IkBa-CBG/CBR reporter, luminescence ratio, 4 h; Potency, µM (doses to about 46.1 µM), for inactives: at the highest dose ratio change, negative = lower green/red ratio, actives largely listed as inhibitors; hit rate 0.05% among 340,000; active = well fitted inhibition curve with a large enough effect in the signal ratio, with a control signal flat, not every such curve was filed as active; inconclusive = small, poorly fitted or top-dose-only effect, or effect the other way, or a change in a side signal; the % refers to the signal ratio;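 note: potency is the fitted concentration of half-maximal effect; plate controls were basal doxycycline-induced cells for no effect and cells given 10 µM MG132 for full effect; MG132 reads +100%, hits lower the ratio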
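Cell line TMD8 (human ABC DLBCL), stably expressing tet-inducible CBG68-IkBa fusion and CBR; IMDM/0.5% FBS; cpd up to 46 uM; dox induction, 4 h, 37C/5% CO2; dual luminescence; green/red ratio; MG132 control.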
Menin-MLL TR inh: displaces Texas Red mutant MLL peptide from human menin | hit rate 0.23% among 270,000 | Potency, µM (doses to about 61.6 µM), for the others: top-dose FP activity change, negative = inhibition, actives largely listed as inhibitors | O00255 | AID 1768 | Menin + Texas Red MLL mutant peptide, fluorescence polarization; active = well fitted inhibition curve with a large enough effect in the polarisation, with a control signal flat, not every such curve was filed as active; inconclusive = small, poorly fitted or top-dose-only effect, or effect the other way, or a change in a side signal; inactive = no such curve, though single readings can be large or run the other way; the % refers to the polarisation; note: potency is the fitted concentration of half-maximal effect; % of control where 0% means no effect; many of its hits are not listed in these tables
MBNL1 CUG block: blocks human MBNL1 binding to CUG repeat RNA | hit rate 0.036% among 280,000 | AID 2675 | TR-FRET MBNL1-His/biotin-(CUG)12 binding, 665/545 ratio | Potency, µM (titrated, usually from 57.5 µM), without a hit: at the highest dose activity change, negative = inhibition, actives largely listed as inhibitors | Q9NR56; active = well fitted inhibition curve with a large enough effect in the signal ratio, with a control signal flat, not every such curve was filed as active; inconclusive = small, poorly fitted or top-dose-only effect, or effect the other way, or a change in a side signal; inactive = no such curve, though single readings can be large or run the other way; the % refers to the signal ratio; note: potency is the fitted concentration of half-maximal effect; % is set by controls: 0 for no effect and ±100 for the full control effect
Target sequence (Q9NR56 whole entry, looked up): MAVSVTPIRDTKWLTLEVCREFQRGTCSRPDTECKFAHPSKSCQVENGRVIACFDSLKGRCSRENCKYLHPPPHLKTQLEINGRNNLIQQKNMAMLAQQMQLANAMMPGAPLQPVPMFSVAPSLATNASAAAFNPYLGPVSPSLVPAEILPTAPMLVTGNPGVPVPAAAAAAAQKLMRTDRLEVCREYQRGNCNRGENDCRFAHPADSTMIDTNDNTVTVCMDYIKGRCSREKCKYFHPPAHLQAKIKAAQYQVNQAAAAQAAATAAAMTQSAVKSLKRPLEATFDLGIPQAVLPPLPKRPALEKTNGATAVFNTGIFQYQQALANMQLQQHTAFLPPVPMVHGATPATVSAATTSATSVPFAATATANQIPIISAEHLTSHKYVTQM
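His-tagged MBNL1 binding to biotinylated (CUG)12 RNA was measured by TR-FRET using terbium anti-His antibody (0.055 ng/ul final) and streptavidin-XL665 (5 nM final). Compounds were titrated 92 nM to 58 uM; 60 min at room temperature.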
USP2a block: USP2a (human) protease inhibition; O75604; USP2 core, Ub-CHOP2 coupled fluorogenic reporter, 485/531; Potency, µM (doses to about 38.3 µM), for the others: at the highest dose activity change, negative = inhibition, hits mostly inhibitors; hit rate 0.01% among 330,000;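 note: potency is the fitted concentration of half-maximal effect; plate controls were DMSO wells for no effect and full inhibition by NEM control for full effect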
Target sequence (O75604 whole entry, looked up): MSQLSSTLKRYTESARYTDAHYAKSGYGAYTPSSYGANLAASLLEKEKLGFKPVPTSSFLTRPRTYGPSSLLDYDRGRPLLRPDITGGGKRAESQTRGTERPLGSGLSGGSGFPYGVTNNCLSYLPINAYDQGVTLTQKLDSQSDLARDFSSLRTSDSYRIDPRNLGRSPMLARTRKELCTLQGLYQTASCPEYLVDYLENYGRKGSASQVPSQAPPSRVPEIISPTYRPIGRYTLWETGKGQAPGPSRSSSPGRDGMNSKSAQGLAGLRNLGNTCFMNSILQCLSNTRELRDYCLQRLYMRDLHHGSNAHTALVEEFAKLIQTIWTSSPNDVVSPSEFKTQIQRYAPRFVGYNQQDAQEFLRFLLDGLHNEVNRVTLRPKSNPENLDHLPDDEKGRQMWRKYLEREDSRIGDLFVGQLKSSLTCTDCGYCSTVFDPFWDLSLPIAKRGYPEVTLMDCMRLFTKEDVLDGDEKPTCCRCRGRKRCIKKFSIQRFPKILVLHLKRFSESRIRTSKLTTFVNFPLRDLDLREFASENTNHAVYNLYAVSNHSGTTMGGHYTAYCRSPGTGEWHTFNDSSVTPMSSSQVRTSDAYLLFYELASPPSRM
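USP2 core (10nM final) preincubated 30min RT with compound in 20mM Tris-HCl pH 8.0, 2mM CaCl2, 2mM beta-mercaptoethanol, 0.05% CHAPS; 25nM Ub-CHOP2 plus 25nM reporter substrate added, fluorescence (Ex485/Em531) read after 60min.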
Mito fusion act: inhibitors of mitochondrial division or activators of mitochondrial fusion. S. cerevisiae fusion-defective mutant growth rescue, CellTiterGlo 48 h. Potency, µM (top dose mostly 46.1 µM), inactives show at the highest dose growth rescue (activation), usual class: activators. hit rate 0.23% among 320,000. AID 485298;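 note: potency is the fitted concentration of half-maximal effect; % of control where 0% means no effect; nearly all actives have a fitted effect of over 45% in size; temperature-sensitive fusion mutants such as fzo1-1 at 37 °C on non-fermentable ethanol glycerol medium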
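Luminescent cell viability in 1536-well qHTS format served as the measure of rescued growth in ts fusion-mutant S. cerevisiae cultured on non-fermentable YPEG for 48 hours at 37C.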
hERG WT inh: inhibitors of human wildtype KCNH2 potassium channel; Q12809; U2OS, BacMam KCNH2, thallium flux FluxOr; stronger effect = lower value; activity change, % at 1.84 µM; hit rate 0.37% among 340,000; AID 720551;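 active = maximum activity change below -70%; inconclusive = maximum activity change between -70% and -50%; inactive = maximum activity change above -50%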; note: % is set by controls: 0 for no effect and ±100 for the full control effect
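U2OS cells were transduced with wild-type KCNH2 virus (2.03 x 10^8 / mL) for 4 h at room temperature, then cultured overnight at 37 C. Thallium flux was read with FluxOr dye. Rate constants were normalized to DMSO controls.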
S-ASM inh: blocks human secretory acid sphingomyelinase. hit rate 0.006% among 340,000. P17405. placental ASM, HMU-PC fluorogenic substrate, 60 min. AID 504937. Potency, µM (titrated, usually from 57.5 µM), for the others: at the top dose activity change, negative = inhibition, hits mostly inhibitors; note: potency is the fitted concentration of half-maximal effect
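Fluorogenic HMU-PC substrate (9 uM final) is turned over by placental ASM in 60 min at 37 C after a 10 min compound preincubation. Reaction ended by alkaline stop (pH 10), with fluorescence read at 386/447 nm.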
Eya2 inh: Eya2 (human) phosphatase inhibition. hit rate 0.006% among 330,000. Potency, µM (titrated, usually from 76.9 µM), inactives show at the highest dose activity, negative = inhibition, actives largely listed as inhibitors. O00167. recombinant Eya2, OMFP fluorescence dephosphorylation (OMFP is methylfluorescein phosphate); note: potency is the fitted concentration of half-maximal effect; % is set by controls: 0 for no effect and ±100 for the full control effect
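Eya2 (0.2 uM) preincubated 10 min at ambient with compound, then OMFP substrate added at 50 uM; 10 min reaction in 50 mM HEPES pH 7.5, 50 mM NaCl, 5 uM MgCl2, 0.05% BSA, 1 mM DTT. Fluorescence read at Ex 485/Em 525 nm.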
TSHR antagonist: antagonists of human thyroid stimulating hormone receptor; P16473; TSHR-expressing cells, TSH-stimulated cAMP HTRF, 2 h; stronger effect = lower value; activity change, negative = inhibition, % at 11.5 µM; hit rate 0.2% among 330,000; AID 504810;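 active = activity change below a set negative limit, meaning inhibition stronger than a set level, cut at about -70% in these data; inconclusive = activity change between two set negative limits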; note: % is set by controls: 0 for no effect and ±100 for the full control effect
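Read-out is FRET at 665 nm (cryptate excitation 337 nm) from a cryptate-tagged anti-cAMP antibody, competed by cell cAMP against cAMP-d2. Compounds are tested on freshly harvested TSHR cells challenged with 4nM TSH (EC80) for 2 hours at 37 deg C.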
An asterisk follows results filed as active; ? = inconclusive; nt = no result given; [ ] = dose if it differs, or a comment. Unless noted, calls come from the whole dose curve; as a rule, active = well fitted curve in the direction sought with a large enough effect; inconclusive = small, poorly fitted or top-dose-only effect, or another doubt; inactive = no such curve, though single readings can be large; an effect the other way counts as inactive or inconclusive. The list is partial (hit frequency here may not be typical).

SMILES	PKM2 activator	GALK inh	BCR signal inh	Menin-MLL TR inh	MBNL1 CUG block	USP2a block	Mito fusion act	hERG WT inh	S-ASM inh	Eya2 inh	TSHR antagonist
Cn1c(N)c(C(=O)CSc2nnc(-c3ccccc3F)n2N)c(=O)n(C)c1=O	-9%	0%	9%	nt	1%	6%	-4%	-2	5%	13%	13
C=CCNc1nc2c(c(=O)n(C)c(=O)n2C)n1Cc1ccc(F)cc1	5%	2%	?	-3%	-4%	0%	-4%	-7	12%	-6%	-11
O=C(CNC(=S)N(CCCN1CCOCC1)Cc1cccs1)NCCN1CCOCC1	-4%	1%	-5%	-23%	nt	1%	-4%	-1	3%	-4%	-2
CCCn1c(NC(=O)C23CC4CC(CC(O)(C4)C2)C3)nc2ccccc21	2%	-2%	?	-19%	-3%	-2%	11%	-2	2%	-2%	19
O=C1c2cccnc2C(Nc2ccc(S(=O)(=O)N3CCCCC3)cc2)N1Cc1ccccc1 (stereo unspecified)	11%	3%	0%	0%	0%	-1%	3%	6	-2%	-24%	21
O=C(O)c1ccc(COc2c(F)c(F)cc(F)c2F)cc1	4%	1%	6%	-17%	0%	-1%	21%	-8	9%	-9%	8
CC(C)COc1ccc(CNC(=S)Nc2ccccc2)cc1Cl	nt	-5%	-8%	56%[activator]	-3%	4%	-38%[inhibitor]	-2	-6%	-3%	-11
CCNC(=O)CC1C(=O)N(c2ccccc2)C(=O)N1Cc1ccc(OC)cc1 (stereo unspecified)	-4%	3%	-1%	-1%	-5%	0%	-3%	3	92%	4%	0
O=C(NCc1ccccc1)C(c1ccncc1)N(C(=O)c1csnn1)C1CC1 (stereo unspecified)	-2%	-4%	0%	-1%	10%	1%	2%	7	-1%	10%	-8
Cc1ccc(C(=O)Cn2nnc3c(sc4nc5c(c(-c6ccccc6)c43)CCC5)c2=O)cc1	-4%	0%	10%	-4%	6%	0%	0%	8	-29%	11%	-4
CCCN(CCC)C(=O)C1c2ccccc2Oc2ccccc21	-1%	-1%	0%	?	6%	-1%	-2%	-15	-1%	-4%	19
O=C(NCc1cccs1)c1ccncc1	13%	0%	?	0%	0%	1%	-4%	-2	4%	5%	2
C#CCOCCOCCOCCNc1nc(N2CCN(C(=O)CCCCCCCCCCNC(=O)[C@@H](CCSC)n3cc(CCO)nn3)CC2)nc(N2CCN(C(=O)CCCCCCCCCCNC(=O)[C@H]([C@@H](C)CC)n3cc(CCCCN=C(N)N)nn3)CC2)n1	nt	nt	?	nt	nt	-20%	-10%	4	?	?	-2
COc1cc(CN(C)C)cc(C=O)c1O	-3%	5%	9%	22%	9%	1%	-2%	15	3%	6%	-14
NC(N)=Nc1nc2ccccc2o1	11%	-1%	3%	-1%	2%	4%	2%	0	1%	6%	18
O=C(/C=C/c1ccccc1)NC(=S)Nc1cccnc1	-1%	1%	?	?	8%	0%	-8%	-8	0%	1%	30
Cc1ccc([N+](=O)[O-])cc1NC(=O)Nc1onc(C)c1C	2%	9%	-5%	31%[activator]	?	4%	-1%	-1	-3%	?	-2
CCOC(=O)CSc1ccc(C(=O)NCCCN2CCOCC2)cc1[N+](=O)[O-]	nt	9%	-3%	11%	?	1%	3%	2	-9%	2%	7
O=C1CC(N2CCN(c3ccccc3Cl)CC2)C(=O)N1c1cccc(F)c1 (stereo unspecified)	-6%	2%	?	-1%	0%	2%	-1%	4	3%	9%	-6
CCN(CC)CCN(C(=O)c1cccc(N2C(=O)CCC2=O)c1)c1nc2cc3c(cc2s1)OCO3	2%	-1%	-17%	-1%	4%	9%	-2%	10	1%	-2%	3
C=CCn1cccc(C(=O)Nc2ccc(OCC)cc2)c1=O	-4%	4%	?	6%	1%	3%	-2%	3	-3%	4%	-10
COC(=O)Cn1c(=NC(=O)c2nc3ccccc3s2)sc2cc(S(N)(=O)=O)ccc21	16%	-1%	0%	24%	19%	1%	-5%	2	nt	-18%	7
O=C(NC1CCCCCCC1)c1cc([N+](=O)[O-])ccc1Cl	1%	2%	-1%	9%	?	0%	-4%	-5	0%	-8%	-17
CC(=O)c1cc(F)c(N2CCN(C(=O)C(C)(C)C)CC2)cc1C	-12%	1%	-3%	20%	3%	-7%	-4%	9	2%	-14%	18
Cc1ccc(C(=O)OCC(=O)Nc2ccc3[nH]c(=O)[nH]c3c2)cc1S(=O)(=O)N1CCOCC1	nt	nt	-6%	nt	nt	-1%	-5%	5	-1%	28%	6
Cc1ccc(S(=O)(=O)Cc2cc(-c3ccc(Cl)cc3)no2)cc1	0%	-1%	-5%	?	4%	1%	5%	-2	-9%	-9%	-7
Cc1nc(NC(=O)c2ccccc2)sc1-c1csc(NCc2ccccc2)n1	-3%	0%	?	?	17%	0%	21%	0	-3%	14%	-3
O=C(NCc1cccnc1)Nc1ccc(F)cc1F	-12%	-1%	nt	9%	-12%	nt	-2%	-2	-3%	nt	nt
O=C(N/N=C/c1ccccc1F)c1cccc(NC(=O)c2ccccc2Cl)c1	6%	3%	6%	20%	7%	3%	-2%	-2	-8%	3%	1
COc1ccc(S(=O)(=O)N2CCC(C(=O)c3ccc4c(c3)OCCO4)CC2)cc1	0%	1%	-17%	-14%	?	-3%	13%	-4	-2%	-1%	-12
O=C(Nc1ccc(N2CCOCC2)cc1)c1cccnc1	2%	-1%	?	0%	-3%	0%	-2%	-17	6%	7%	-29
CN(C)C(=O)CSc1nc(-c2ccccc2)nc2c1CCCC2	-14%	-2%	16%	-14%	-3%	1%	17%	9	2%	-11%	11
COc1ccc(CNC(=O)COC(=O)c2cnccn2)cc1	4%	0%	?	2%	-2%	0%	0%	3	5%	19%	32
Cc1cc(C(=O)NNC(=O)NC(C)C)no1	3%	nt	-2%	nt	6%	0%	-3%	-2	3%	-20%	-1
CC(C)c1ccc(OCc2ccc(C(=O)N3CCCC3)o2)cc1	nt	1%	4%	-27%	-9%	1%	-50%[inhibitor]	-2	1%	-1%	6
Cc1ccc(CN2CCN(CC(=O)N/N=C/c3ccc(C)o3)CC2)cc1	7%	-3%	-2%	nt	-8%	-1%	4%	35	4%	-4%	18
O=C(OC(C(=O)NCC1CCCO1)c1ccc(F)cc1)c1cccs1 (stereo unspecified)	-15%	-4%	7%	1%	-11%	1%	-1%	1	4%	-4%	4
O=C(C1=C(O)C(=O)N(CCCn2ccnc2)C1c1cccc(Br)c1)c1ccco1 (stereo unspecified)	4%	-3%	8%	nt	-1%	0%	5%	-12	-1%	-17%	26
O=C(/C=C/c1ccccc1)NC(=S)NNC(=O)c1ccco1	-1%	0%	?	-14%	-2%	2%	-8%	-1	-3%	4%	7
O=C(O)c1ccc(N/N=C/c2ccc3ncccc3c2)cc1	-15%	-1%	?	?	?	3%	-14%	-5	6%	-4%	-11
CC1(C(=O)NC2CCCC2)CCC(=O)N1CCC1=CCCCC1 (stereo unspecified)	-2%	-2%	1%	-15%	-7%	2%	-2%	10	4%	-10%	31
Cc1ccc(S(=O)(=O)N2CCN(CN3C(=O)CC4(CCCC4)C3=O)CC2)cc1	nt	nt	-5%	nt	nt	1%	-2%	3	2%	12%	9
COc1cc(OC)c(C(=O)NCc2ccc3c(c2)OCO3)cc1OC	-35%	7%	-2%	-3%	-1%	0%	4%	-17	-1%	-7%	-13
CCN(C/C=C/c1ccccc1OC)Cc1ccccc1	1%	2%	5%	-10%	0%	1%	-10%	27	1%	7%	2
Cc1cc(=O)[nH]c(SCC(=O)Nc2nnc(CC(C)C)s2)n1	-9%	0%	1%	36%[activator]	-6%	2%	0%	-2	5%	2%	-2
COc1ccc(C)cc1NC(=O)CCCN1C(=O)CN(C)C1=O	nt	nt	1%	nt	nt	1%	-4%	-18	3%	0%	2
